High-throughput results (PubChem)
L3MBTL1 block – inhibitors of human L3MBTL1; AID 485360; AlphaScreen L3MBTL1–H3K9me1 peptide binding; actives 0.66% (n = 230,000); Q9Y468; Potency, µM (top dose mostly 57.1 µM), for inactives: at the highest dose activity, negative = inhibition, usual class: inhibitors; active means well fitted inhibition curve with a large enough effect; inconclusive means small, poorly fitted or top-dose-only effect; inactive means no such curve, though single readings can be large or run the other way; further: nearly all actives have a fitted effect of over 60% in size
Target sequence (Q9Y468 whole entry, looked up): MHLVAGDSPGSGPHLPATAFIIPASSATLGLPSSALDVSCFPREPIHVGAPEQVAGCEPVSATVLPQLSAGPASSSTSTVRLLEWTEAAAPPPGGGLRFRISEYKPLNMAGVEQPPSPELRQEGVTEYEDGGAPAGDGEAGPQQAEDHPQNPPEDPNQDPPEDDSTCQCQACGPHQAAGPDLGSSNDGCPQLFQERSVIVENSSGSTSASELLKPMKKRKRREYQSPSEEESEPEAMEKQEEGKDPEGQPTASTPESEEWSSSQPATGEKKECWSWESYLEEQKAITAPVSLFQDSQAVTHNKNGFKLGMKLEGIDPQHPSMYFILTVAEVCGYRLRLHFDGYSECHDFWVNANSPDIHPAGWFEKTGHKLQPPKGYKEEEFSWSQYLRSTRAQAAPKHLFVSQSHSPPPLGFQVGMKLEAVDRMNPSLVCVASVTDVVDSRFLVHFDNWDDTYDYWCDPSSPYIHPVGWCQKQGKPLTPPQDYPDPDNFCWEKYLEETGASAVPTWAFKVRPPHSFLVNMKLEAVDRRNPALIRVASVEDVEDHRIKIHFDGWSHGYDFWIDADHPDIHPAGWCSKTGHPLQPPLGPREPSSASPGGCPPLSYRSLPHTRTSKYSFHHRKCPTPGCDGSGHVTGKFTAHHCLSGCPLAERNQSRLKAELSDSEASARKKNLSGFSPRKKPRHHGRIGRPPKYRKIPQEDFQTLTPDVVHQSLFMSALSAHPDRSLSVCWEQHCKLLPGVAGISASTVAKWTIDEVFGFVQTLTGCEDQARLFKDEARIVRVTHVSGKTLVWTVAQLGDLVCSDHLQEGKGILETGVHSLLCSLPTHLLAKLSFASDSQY
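Read-out is AlphaScreen signal from streptavidin donor and nickel chelate acceptor beads (10 ug/mL final each) bridging L3MBTL1 (50 nM) and biotinylated K9-monomethylated H3(1-15) peptide (75 nM), after 30 min compound exposure at room temperature.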
An asterisk follows results filed as active; ? = inconclusive; [ ] = another dose, or the depositor's remark. On the % scale 0 is the no-effect control and ±100 the full control effect; potency means the concentration at half of the fitted maximal effect.

No.	SMILES	L3MBTL1 block
1	c1ccc2c(C[C@@H]3CNCCN3CCC34CC5CC(CC(C5)C3)C4)cccc2c1	-3%
2	Cn1cccc1C(=O)OCc1nc2ccccc2c(=O)[nH]1	-77%
3	CCOc1c(Cl)cc(/C=C/C(=O)N(CC)CC(=O)NCc2cccs2)cc1OC	-11%
4	O=C(Cn1ccc(NC(=O)OCc2ccccc2)nc1=O)NCCc1ccccn1	6%
5	COc1ccccc1NC(=O)C(C)Sc1nccn1C (stereo not drawn)	-3%
6	CC[C@@H](C)[C@@H]1CN([C@@H](C)CN2CCC[C@H]2CN2C(N)=NC[C@@H]2Cc2ccccc2)C(=N)N1CCCC1CCCC1	-6%
7	CCCCNc1nnc(SCC(=O)c2c(N)n(CCC)c(=O)[nH]c2=O)s1	9%
8	Cc1ccc(CN2[C@@H]3c4ccccc4C[C@@H]3OCCS2(=O)=O)cc1	7%
9	O=C(CSc1nnc(Cc2cccs2)n1C1CC1)NC1CCS(=O)(=O)C1 (stereo not drawn)	8%
10	CC(C)Cn1c(SCC(=O)N(C)C2CCS(=O)(=O)C2)nc2cc(Cl)ccc2c1=O (stereo not drawn)	6%
11	CCOCCCN1C(=O)C(=O)N(CC(=O)N2c3ccccc3NC(=O)CC2C)C1=O (stereo not drawn)	4%
12	Cc1cc(C)n2nc(-c3ccccc3)c(-c3ccccc3)c2n1	10%

(listing goes on)
No.	SMILES	L3MBTL1 block
13	COc1ccc(S(=O)(=O)N2CCCCC2)cc1NC(=O)CN(Cc1ccco1)Cc1ccco1	-1%
14	Oc1ccc(Br)cc1CNc1cccc2cccnc12	-3%[2.29 µM]
15	Oc1ccc(C[C@@H]2CNCCN2CC2CCCCC2)cc1	2%
16	COc1cc(NC(=O)Nc2c(C)n(C)n(-c3ccccc3)c2=O)cc(OC)c1OC	4%[2.29 µM]
17	CCN(CC)c1ccc(S(=O)(=O)N2CCCCC2)cc1NC(=O)CN1C(=O)NC2(CCCC2)C1=O	-5%
18	C[C@H](CO)N1C[C@H](C)[C@@H](CN(C)C(=O)Nc2ccc3c(c2)OCO3)Oc2c(NC(=O)C3CC3)cccc2C1=O	4%
19	O=C(NCC1CCCO1)c1ccc(COc2ccccc2)o1 (stereo not drawn)	-1%
20	COc1ccc(NC2=NCCCCC2)cc1	-8%
21	CC(=O)N1CCc2c(sc(NC(=O)Cc3ccccc3)c2C(N)=O)C1	0%
22	CC(C)(C)OC(=O)[C@H](Cc1ccccc1)NC(=O)c1nc[nH]c1C(=O)NCCCCCN	-9%
23	CC(=O)c1ccc(NC(=O)CSc2nnc(-c3ccncc3)n2C2CC2)cc1	-4%
24	Cc1cc(C)nc(NC(=O)Cc2ccc(Cl)cc2)c1	-4%[2.29 µM]

(more compounds)
No.	SMILES	L3MBTL1 block
25	O=C(c1ncn(Cc2ccccc2)c1C(=O)N1CCc2ccccc2C1)N1CCc2ccccc2C1	-4%
26	CCCCN(C(=O)c1cccc(-c2ccc(OC(C)=O)cc2)c1)c1c(N)n(CCC)c(=O)[nH]c1=O	1%
27	Cc1ccc(S(=O)(=O)N2CCN(C(=O)c3ccc(-n4cncn4)c([N+](=O)[O-])c3)CC2)cc1C	-5%
28	O=C(Nc1ccc(N2CCOCC2)cc1)c1ccc(Cl)cc1N1CCCC1=O	3%
29	CCN1CCN(c2ccc(S(=O)(=O)N3CCCCC3)cc2NC(=O)c2ccc(C)o2)CC1	-3%
30	Cc1c(C(=O)Nc2ccc(S(=O)(=O)N(C)C3CCN(C)CC3)cc2)oc2c(Cl)cccc12	?
31	C=CCOc1ccc(/C=C/C(=O)OCC(=O)N(C)CC(=O)Nc2ccccc2Cl)cc1	3%
32	COc1ccccc1CNC(=O)c1cc(-c2ccccc2C)n(CC2CC(c3cccc([N+](=O)[O-])c3)=NO2)n1 (stereo not drawn)	-9%
33	COc1ccc(NC(=O)CN(c2c(C)cccc2C)S(C)(=O)=O)cc1	-2%
34	COC(=O)c1ccc(COC(=O)c2cc3ccccc3oc2=O)cc1	0%
35	COCCn1c(SCC(=O)Nc2ccccc2C(F)(F)F)nc2ccccc2c1=O	-8%
36	CCc1nnc(NC(=O)CSc2ccc(Cl)cc2)s1	-1%

Given with the structure last: part of the list above
| No. | L3MBTL1 block | SMILES |
| --- | --- | --- |
| 32 | -9% | COc1ccccc1CNC(=O)c1cc(-c2ccccc2C)n(CC2CC(c3cccc([N+](=O)[O-])c3)=NO2)n1 (stereo not drawn) |
| 33 | -2% | COc1ccc(NC(=O)CN(c2c(C)cccc2C)S(C)(=O)=O)cc1 |
| 34 | 0% | COC(=O)c1ccc(COC(=O)c2cc3ccccc3oc2=O)cc1 |
| 35 | -8% | COCCn1c(SCC(=O)Nc2ccccc2C(F)(F)F)nc2ccccc2c1=O |

(list continues)
No.	SMILES	L3MBTL1 block
37	O=C(COC(=O)c1ccc(Cl)nc1)NCCc1ccc(Cl)cc1	-8%
38	COc1ccc(C(=O)O)cc1NCc1ccc(C)s1	-3%
39	COc1ccc(S(=O)(=O)N2CCOCC2)cc1NC(=O)CC1CC2CCC1C2 (stereo not drawn)	3%
40	CCCCn1c(N)c(N(CCOC)C(=O)COC(=O)CSc2cc(C)c3ccccc3n2)c(=O)[nH]c1=O	11%
41	O=C(NCc1ccco1)c1cc(S(=O)(=O)N2CCCCC2)ccc1Cl	1%
42	O=C(CSc1nnc(COc2ccc(Cl)cc2)o1)NC1CCCCC1	6%
43	O=C(CSc1nc2nn(-c3ccccc3)c(=O)c-2c2n1CCCCC2)Nc1ccc(OC(F)F)cc1	-8%
44	CCC(C)(C)C1CCc2[nH]nc(C(=O)O)c2C1 (stereo not drawn)	-1%
45	CCOc1ccc(S(=O)(=O)N2CCN(C(=O)C3CCC3)CC2)cc1	5%
46	CCc1ccc(N(CC(=O)N2CCN(Cc3ccccc3)CC2)S(C)(=O)=O)cc1	11%
47	CCc1ccc(-n2c(SCC(=O)NC3CCS(=O)(=O)C3)nc3ccccc3c2=O)cc1 (stereo not drawn)	2%
48	CC(=O)Nc1ccc(NC(=O)COC(=O)c2ccc([N+](=O)[O-])o2)cc1	-10%

(listing goes on)
No.	SMILES	L3MBTL1 block
49	CCC1(c2ccc(F)cc2)NC(=O)N(CC(=O)N2CCN(S(=O)(=O)c3ccc(Cl)cc3)CC2)C1=O (stereo not drawn)	3%
50	Cc1nc(N2CCN(c3ccccc3F)CC2)[nH]c(=O)c1C	-6%
51	O=C(NCCC1CCCCN1S(=O)(=O)c1ccccc1)C(=O)NCCN1CCOCC1 (stereo not drawn)	-6%
52	Cc1c(Cl)cccc1N=C1SCCN1C(=O)CN1C(=O)NC2(CCCC2)C1=O	-3%
53	CCCCCCCCNc1ccccc1S(=O)(=O)NCc1ccccc1	31%[activator]
54	O=C(O)c1ccccc1NC(=O)c1ccccc1-c1ccccc1C(=O)O	1%
55	COc1ccc(C2=CC(=O)C[C@H](c3ccc4c(c3)OCO4)C2)cn1	-3%
56	Cc1ccccc1NC(=O)CSC(=O)c1ccccc1	-8%
57	C=CCNc1nc(NCc2ccccc2)nc(OCC)n1	-1%
58	Nc1cc(C(=O)OCC(=O)NNC(=O)c2cccs2)ccc1Cl	7%
59	COc1ccc(CC(=O)N[C@@H]2c3cc(OC)c(OC)cc3C[C@H]2O)cc1	3%
60	CC(C)CC(=O)N1CCN(Cc2ccc(Br)cc2)CC1	12%

(list continues)
No.	SMILES	L3MBTL1 block
61	COc1cc(NC(=O)c2c(OC)cccc2OC)ccc1NC(=O)c1cc2ccccc2o1	-3%
62	COC(=O)C1(CC2CC(c3ccc(Cl)cc3)=NO2)CCN(C(=O)OC(C)(C)C)CC1 (stereo not drawn)	2%
63	COCc1c(C(=O)OCC(=O)N2CCCC2=O)oc2ccccc12	1%
64	Cc1ccc(Cl)c(OC(=O)C2CSC3(C)CCC(=O)N23)c1 (stereo not drawn)	-1%
65	CCOC(=O)N1C(=O)[C@](c2ccc(Cl)cc2)(C(C)C)N1C(=O)OCC	-3%
66	CC(=O)c1c(C)[nH]c(C(=O)NNC(=O)c2ccc(Br)cc2)c1C	-7%
67	CCOc1ccc(C(=S)N2CCCC2)cc1OCC	1%
68	Cc1cc(Cl)c(C)c(S(=O)(=O)N2CCN(CC(=O)N3CCOCC3)CC2)c1Cl	2%
69	CCOc1ncccc1C(=O)Nc1ccc(C(=O)Nc2ccc(OC)cc2)cc1	7%
70	CN(C(=O)COC(=O)CCCN1C(=O)c2cccc3cccc(c23)C1=O)C1CCS(=O)(=O)C1 (stereo not drawn)	0%
71	Cc1cc(C(=O)N2CCN(Cc3ccccc3)CC2)ccc1[N+](=O)[O-]	33%[activator]
72	Cc1ccc(O)c(Nc2nc(-c3ccccc3)nc3ccccc23)c1	-3%[2.29 µM]

(cont.)
No.	SMILES	L3MBTL1 block
73	Cc1ccc(NS(=O)(=O)c2ccc(Cl)nc2)c(C)c1	1%
74	CCCCN(C(=O)C(C)Oc1ccc(Br)cc1)c1c(N)n(CC(C)C)c(=O)[nH]c1=O (stereo not drawn)	33%[activator]
75	O=C(COC(=O)C1COc2ccccc2O1)Nc1ccccc1OC(F)F (stereo not drawn)	0%
76	COc1ccc(S(=O)(=O)N2CCCCCC2)cc1NC(=O)c1ccccc1S(C)(=O)=O	6%
77	Cc1ccc(NC(=O)c2ccc(C)cc2)cc1	2%
78	CC1(C2CC2)NC(=O)N(CC(=O)N2CCN(c3cccc(C(F)(F)F)c3)CC2)C1=O (stereo not drawn)	11%
79	Cc1ccc(C)c(OCC(=O)NNC(=O)C2CCC2)c1	-7%
80	O=S(=O)(c1ccc(SCc2ccccc2F)nc1)N1CCCC1	38%[activator]
81	C[C@H](CO)N1C[C@H](C)[C@@H](CN(C)S(=O)(=O)c2ccccc2)Oc2ccc(NC(=O)Nc3ccccc3)cc2C1=O	-3%
82	COc1ccc(/C=C\C(=O)O[C@@H]2C(O)C(O[C@@H]3OC(C)[C@H](O[C@@H]4OCC(O[C@H]5O[C@H](CO)[C@@H](O)C(O)C5O)C(O)C4O)C(O)C3O)[C@H](OC(=O)[C@]34CCC(C)(C)C[C@@H]3C3=CCC5[C@@]6(C)CC(O)C(O[C@@H]7OC(CO)C(O)[C@H](O)[C@H]7O)[C@@](C)(C(=O)O)C6CC[C@@]5(C)[C@]3(CO)CC4)O[C@H]2C)cc1 (stereo partly drawn)	20%
83	CS(=O)(=O)c1ccc(Cl)c(NC(=O)CN2CCN(C(=O)c3cccs3)CC2)c1	4%
84	O=C(C[C@@H]1C/C=C\C[C@@H](Cc2ccc(F)cc2)C(=O)OC[C@@H](Cc2ccccc2)NC1=O)N[C@H](CO)Cc1ccccc1	9%

5 compounds out of the list above, ordered by the value under L3MBTL1 block, high to low.
entry	smiles	L3MBTL1 block
78	CC1(C2CC2)NC(=O)N(CC(=O)N2CCN(c3cccc(C(F)(F)F)c3)CC2)C1=O (stereo not drawn)	11%
84	O=C(C[C@@H]1C/C=C\C[C@@H](Cc2ccc(F)cc2)C(=O)OC[C@@H](Cc2ccccc2)NC1=O)N[C@H](CO)Cc1ccccc1	9%
76	COc1ccc(S(=O)(=O)N2CCCCCC2)cc1NC(=O)c1ccccc1S(C)(=O)=O	6%
73	Cc1ccc(NS(=O)(=O)c2ccc(Cl)nc2)c(C)c1	1%
79	Cc1ccc(C)c(OCC(=O)NNC(=O)C2CCC2)c1	-7%

Going on with the list.
No.	SMILES	L3MBTL1 block
85	O=C(COC(=O)c1cccc(N2C(=O)C3CC=CCC3C2=O)c1)c1ccccc1 (stereo not drawn)	1%
86	COc1ccc(CNc2nnnn2C)cc1	11%
87	COC(=O)[C@@]12CCCCN1[C@H](c1ccc(-c3ccc(C(C)=O)cc3)cc1)[C@@H]1C(=O)N(C)C(=O)[C@@H]12	-3%
88	Cc1cccnc1NC(=O)c1cccc(S(=O)(=O)N2CCCC2)c1	5%
89	Cc1onc(-c2ccccc2Cl)c1C(=O)OCC(=O)N1CCN(c2ccccc2)CC1	-8%
90	COc1cc(OC)cc(-c2c(C#Cc3ccsc3)c3cc(-c4ccc(OC)c(F)c4)ccc3n2C)c1	7%
91	COc1ccc(CN2CCN(C(=O)c3ccc(S(=O)(=O)NCc4ccco4)cc3)CC2)cc1	-2%
92	COc1ccccc1NC(=O)Nc1nc(CC(=O)NCc2cccnc2)cs1	4%
93	CCCn1c(SCC(=O)Nc2cc(C)on2)n[nH]c1=O	-2%
94	CCCOC(=O)c1c(-c2ccc(OC)cc2)oc2ccc(-c3ccc(OC)nc3)cc12	2%
95	COc1ccc(CCNC(=O)c2oc3ccccc3c2C)cc1	11%
96	Cc1c(C=O)c2ccccc2n1CCOc1ccccc1	4%

Other entries
No.	SMILES	L3MBTL1 block
97	O=C(O)c1ccc(NC(=O)c2ccc(Cl)cc2)c(NC(=O)c2ccc(Cl)cc2)c1	-1%
98	COc1ccc(C(=O)COC(=O)CCN2C(=O)C3CC=CCC3C2=O)c(OC)c1 (stereo not drawn)	-17%
99	Cc1ccc(NC(=O)COC(=O)c2c(-c3ccccc3)noc2C)c(C)c1	-3%
100	ClCCCc1cn(C[C@H]2CC[C@@H]([C@@H]3CC[C@H](Cn4cc(CCCCl)nn4)O3)O2)nn1	7%
101	COc1ccc(NC(=O)CSc2nc3ccccc3nc2N2CCCC2)cc1	22%
102	CCN(CC(=O)NCc1ccc(Cl)cc1)C(=O)COc1ccc(Cl)cc1Br	-3%
103	O=C(NCc1ccc(Cl)cc1)N1CCOCC1	-4%
104	COc1ccc(-c2noc(CCC(=O)N3CCN(c4ccc(F)cc4)CC3)n2)cc1	4%
105	COc1ccc(NC(=O)CSc2n[nH]c(=O)n2C2CC2)cc1OC	-1%
106	Cc1ccc(C(CNC(=O)C(=O)Nc2ccc3c(c2)OCCO3)N2CCN(C)CC2)cc1 (stereo not drawn)	-7%
107	CN1CCN(C(=O)c2ccc(S(=O)(=O)Nc3ccccc3)cc2)CC1	-1%

Pulled one by one from the list above (two):
No.	SMILES	L3MBTL1 block
66	CC(=O)c1c(C)[nH]c(C(=O)NNC(=O)c2ccc(Br)cc2)c1C	-7%
60	CC(C)CC(=O)N1CCN(Cc2ccc(Br)cc2)CC1	12%

This is a subset; count on the stated rates, not on these rows.
